Source: PubChem
PREPL inh = inhibitors of human prolyl oligopeptidase-like enzyme PREPL. recombinant PREPL, fluorescence polarization activity-based probe. 320,000 compounds, 0.68% hits. Q4J6C6. inhibition, % at 5.96 µM; in the data active means inhibition above about 43%;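 further: 0% = enzyme with DMSO and 100% = wells lacking enzyme; many of its hits are not listed in these tables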
LYPLA2 counter = counter-screen for PME1 inhibitors: inhibitors of human LYPLA2. O95372. recombinant LYPLA2, FP-Rh probe fluorescence polarization. inhibition, % at 5.9 µM. 320,000 compounds, 0.38% hits. AID 2177;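 active means inhibition above the screen-wide mean plus 3 SD, limit set per campaign, cut at about 26% in these data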;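 further: 0% = LYPLA2 with DMSO and 100% = wells lacking LYPLA2 enzyme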
ZTA DNA inh = blocks Epstein-Barr virus ZTA, an EBNA-1 counter-screen. ZTA-DNA binding, fluorescence polarization. inhibition, % at 11 µM. 320,000 compounds, 0.15% hits. AID 2234; in the data active means inhibition above about 33%
Target sequence (P03206 whole entry, looked up): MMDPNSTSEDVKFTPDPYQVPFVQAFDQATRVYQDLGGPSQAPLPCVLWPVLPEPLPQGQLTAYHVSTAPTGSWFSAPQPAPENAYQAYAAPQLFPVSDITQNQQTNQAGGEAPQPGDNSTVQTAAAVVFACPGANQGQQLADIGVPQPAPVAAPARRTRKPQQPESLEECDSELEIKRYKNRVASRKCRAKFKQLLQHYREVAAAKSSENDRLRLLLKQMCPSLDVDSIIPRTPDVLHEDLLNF
LYPLA1 inh = blocks human lysophospholipase 1, a PME1 counter-screen; inhibition, % at 5.9 µM; 320,000 compounds, 0.16% hits; recombinant LYPLA1, FP-Rh probe fluorescence polarization; O75608;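 active means inhibition above the mean of all tested compounds plus 3 SD, set per campaign, cut at about 14% in these data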;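 further: inhibitors block serine hydrolase probe labeling of LYPLA1 so polarization falls; 0% = enzyme with DMSO and 100% = wells lacking LYPLA1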
Target sequence (O75608 whole entry, looked up): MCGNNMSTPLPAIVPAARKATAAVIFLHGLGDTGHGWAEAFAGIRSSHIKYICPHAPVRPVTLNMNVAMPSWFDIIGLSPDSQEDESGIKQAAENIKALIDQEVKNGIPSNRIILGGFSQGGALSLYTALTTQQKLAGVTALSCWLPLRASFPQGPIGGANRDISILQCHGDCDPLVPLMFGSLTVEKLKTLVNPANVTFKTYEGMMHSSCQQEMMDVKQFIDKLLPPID
pPAFAH FP inh = inhibitors of human plasma PAF acetylhydrolase (pPAFAH). Q13093. recombinant pPAFAH, FP-rhodamine probe fluorescence polarization. inhibition, % at 3.39 µM. 330,000 compounds, 1.5% hits;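 active means inhibition above the mean inhibition across the screen plus 3 SD, cut at about 25% in these data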;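 further: inhibitors block binding of the rhodamine activity-based probe so polarization drops; 0% = enzyme with DMSO and 100% = wells lacking pPAFAH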
PAFAH1B3 FP inh = blocks human PAF acetylhydrolase 1B catalytic subunit 3; recombinant PAFAH1B3, FP-rhodamine probe, fluorescence polarization; inhibition, % at 3.39 µM; 340,000 compounds, 0.28% hits; AID 492972;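 active means inhibition above the screen-wide average of all tested compounds plus 3 SD, cut at about 25% in these data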;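 further: 0% = enzyme with DMSO only and 100% = wells lacking PAFAH1B3 protein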
Target sequence (Q15102 whole entry, looked up): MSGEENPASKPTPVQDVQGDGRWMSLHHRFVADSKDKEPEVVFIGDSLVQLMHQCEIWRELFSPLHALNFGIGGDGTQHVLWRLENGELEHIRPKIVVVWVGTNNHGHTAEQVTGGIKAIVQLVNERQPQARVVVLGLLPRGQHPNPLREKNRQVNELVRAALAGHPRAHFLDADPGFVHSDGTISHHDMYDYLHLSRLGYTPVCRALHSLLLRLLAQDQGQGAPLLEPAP
EBNA-1 inh = blocks EBNA-1 binding to DNA; 300,000 compounds, 0.34% hits; AID 1950; EBNA-1 DNA binding, fluorescence polarization; inhibition, % at 14.8 µM; in the data active means inhibition above about 28%
PAFAH1B2 inh = inhibitors of human PAFAH1B2. recombinant PAFAH1B2, FP-rhodamine activity probe, fluorescence polarization. inhibition, % at 3.39 µM. 340,000 compounds, 1.2% hits. AID 492953;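 active means inhibition above the mean of all tested compounds plus 3 SD, cut at about 24% in these data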;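 further: 0% = enzyme with DMSO and 100% = wells lacking PAFAH1B2; many of its hits are not listed in these tables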
Target sequence (P68402 whole entry, looked up): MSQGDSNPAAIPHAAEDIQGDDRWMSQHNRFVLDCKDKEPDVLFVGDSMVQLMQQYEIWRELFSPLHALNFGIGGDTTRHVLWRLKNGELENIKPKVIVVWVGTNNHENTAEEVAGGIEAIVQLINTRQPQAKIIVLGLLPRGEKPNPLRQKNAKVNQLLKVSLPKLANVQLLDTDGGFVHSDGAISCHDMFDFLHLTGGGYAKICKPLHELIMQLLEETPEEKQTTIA
PAFAH2 FP inh = PAFAH2 (human) inhibition | AID 492956 | inhibition, % at 3.39 µM | 340,000 compounds, 0.99% hits | recombinant PAFAH2, FP-rhodamine activity probe, fluorescence polarization | Q99487;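 active means inhibition above the mean over all tested compounds plus 3 SD, cut at about 30% in these data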;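 further: inhibitors block probe labeling of enzyme so polarization drops; 0% = enzyme with DMSO and 100% = wells lacking PAFAH2 protein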
The depositor's hits bear a star; / = no result given. The list is partial (hit frequency here may not be typical).

nr	smiles	PREPL inh	LYPLA2 counter	ZTA DNA inh	LYPLA1 inh	pPAFAH FP inh
1	O=C(Nc1ccc2c(c1)OCO2)C1CC(c2ccc(Cl)cc2)=NO1 (configuration not stated)	1	-1	-11	1	10
2	O=c1[nH]nc(Cc2ccc(-c3ccc(Cl)cc3)o2)c2ccccc12	-21	7	-15	2	5
3	Cc1nc(NC(=O)CSc2nnnn2Cc2ccccc2)sc1C	4	8	-7	1	5
4	Cc1c(OC(C)C(=O)NCc2ccncc2)ccc2c3c(c(=O)oc12)CCC3 (configuration not stated)	8	2	-6	4	7
5	CCCSc1sc(C(=O)OC)c(-c2cccs2)c1C#N	-4	2	12	5	1
6	COc1ccc(N(CC(=O)Nc2c(C)n(C)n(-c3ccccc3)c2=O)S(=O)(=O)c2ccc(C)cc2)cc1OC	3	10	0	4	4
7	CN(C)c1ccnc(SCc2ccccc2Cl)c1C#N	21	15	1	-5	35*
8	O=C(O)c1ccc(S(=O)(=O)/N=C2\C=C(Nc3ccccc3F)C(=O)c3ccccc32)cc1	31	26*	62*	7	19

nr	PAFAH1B3 FP inh	EBNA-1 inh	PAFAH1B2 inh	PAFAH2 FP inh
1	2	6	4	-2
2	-3	-1	0	5
3	5	-7	4	1
4	-1	-8	2	9
5	/	0	/	/
6	4	11	3	4
7	7	4	6	0
8	61*	2	58*	72*

Next section.
nr	smiles	PREPL inh	LYPLA2 counter	ZTA DNA inh	LYPLA1 inh	pPAFAH FP inh
9	COc1ccc(CN2CCC(n3nccc3NC(=O)C3CC3)CC2)c(OC)c1OC	1	-6	4	1	7
10	CC(=O)Nc1cccc(-c2nc3ccccc3s2)c1	-50	-2	-7	-8	-8
11	Cc1ccc2c(CN(C)Cc3cccc(F)c3)cc(=O)oc2c1	-21	6	1	0	5
12	Cc1cccc(NC(=O)Nc2ccncc2)c1	3	-5	-10	-3	-4
13	CCOC(=O)C1=C(C)NC(=S)NC1c1ccc(OCC(=O)N2CCCCC2)cc1 (configuration not stated)	9	4	-7	-1	-1
14	O=S(=O)(Nc1nc2ccccc2nc1NCC1CCCO1)c1cccc(Cl)c1 (configuration not stated)	-5	3	12	-1	8
15	O=C(NNC(=O)C1CC=CCC1)c1cccc(Br)c1 (configuration not stated)	2	3	7	3	5
16	CCOC(=O)c1cnn(-c2ccccc2)c1N	-5	2	1	0	-2

nr	PAFAH1B3 FP inh	EBNA-1 inh	PAFAH1B2 inh	PAFAH2 FP inh
9	6	5	0	-1
10	5	-1	6	-4
11	1	1	9	1
12	9	-3	-3	-5
13	15	-3	8	2
14	7	10	0	5
15	7	-2	4	1
16	-4	0	1	0

New compounds follow.
nr	smiles	PREPL inh	LYPLA2 counter	ZTA DNA inh	LYPLA1 inh	pPAFAH FP inh
17	CCCCCn1c(SCCC(C)C)nc2c1c(=O)[nH]c(=O)n2C	7	3	14	0	6
18	CC1CC(C)CN(C(=O)C2CCN(S(=O)(=O)c3ccc4c(c3)CC(C)N4C(=O)C3CC3)CC2)C1 (configuration not stated)	-3	3	-15	11	-1
19	CN(Cc1ccccc1)C(=O)c1ccc(NC(=O)Cc2cccc(NC(=O)C3CCCN(C(=O)CCc4ccccc4)C3)c2)cc1 (configuration not stated)	-11	-29	-5	-14	2
20	O=C(O)CSC1CC(=O)N(c2cccc(Cl)c2)C1=O (configuration not stated)	2	-2	11	0	3
21	CSc1ccccc1NC(=O)Nc1ccc(F)c(Cl)c1	6	9	-3	-7	6
22	COc1ccc(NC(=S)NN2C(C)CCCC2C)cc1 (configuration not stated)	5	1	-8	-3	8
23	Cc1cc(N2CCOCC2)nc2ccc(Cl)cc12	11	1	-5	4	6
24	O=C(Nc1ccc2nc3n(c(=O)c2c1)CCCC3)c1cccnc1Cl	-2	2	0	2	0

nr	PAFAH1B3 FP inh	EBNA-1 inh	PAFAH1B2 inh	PAFAH2 FP inh
17	-1	9	5	3
18	7	-8	6	3
19	-4	/	0	-20
20	11	8	10	6
21	4	-3	-1	-18
22	2	6	0	6
23	4	4	6	-3
24	2	1	3	-4

(next part)
nr	smiles	PREPL inh	LYPLA2 counter	ZTA DNA inh	LYPLA1 inh	pPAFAH FP inh
25	CCC1Nc2ncnc(N3CCN(c4ccccc4)CC3)c2N(Cc2ccc(OC)cc2)C1=O (configuration not stated)	-65	1	4	-4	-1
26	CNC(=O)CN(c1ccc2c(c1)OCCO2)S(C)(=O)=O	0	0	-8	0	2
27	CCc1cccc(C)c1NC(=O)c1ccc2c(c1)CCN2S(C)(=O)=O	7	3	-1	-1	7
28	Cc1c(C(=O)O)cccc1-c1ccc(/C=N/n2cnnc2)o1	18	8	-3	1	5
29	Cc1ccc(-c2nc(-c3ccncc3)no2)cc1C	-2	-1	-6	-6	1
30	Cc1ccc(S(=O)(=O)NC(C)C(=O)Nc2ccc3c(c2)OCO3)cc1 (configuration not stated)	13	-3	-17	-4	-2
31	O=C(CCS(=O)(=O)c1ccc(Br)cc1)NC1CCCC1	23	1	16	-5	-1
32	Cc1n(CC(O)COC2CCCCC2)c2ccccc2[n+]1C (configuration not stated)	-2	4	6	1	4

nr	PAFAH1B3 FP inh	EBNA-1 inh	PAFAH1B2 inh	PAFAH2 FP inh
25	3	7	-1	-7
26	6	2	-1	-4
27	8	3	-3	5
28	6	-2	3	7
29	3	-5	1	-1
30	3	-7	0	2
31	-1	-5	5	-8
32	2	-5	4	-1

Sorted by number of heavy atoms (ascending): three of the compounds above.
nr	smiles	PREPL inh	LYPLA2 counter	ZTA DNA inh	LYPLA1 inh	pPAFAH FP inh
29	Cc1ccc(-c2nc(-c3ccncc3)no2)cc1C	-2	-1	-6	-6	1
31	O=C(CCS(=O)(=O)c1ccc(Br)cc1)NC1CCCC1	23	1	16	-5	-1
32	Cc1n(CC(O)COC2CCCCC2)c2ccccc2[n+]1C (configuration not stated)	-2	4	6	1	4

nr	PAFAH1B3 FP inh	EBNA-1 inh	PAFAH1B2 inh	PAFAH2 FP inh
29	3	-5	1	-1
31	-1	-5	5	-8
32	2	-5	4	-1

(more compounds)
nr	smiles	PREPL inh	LYPLA2 counter	ZTA DNA inh	LYPLA1 inh	pPAFAH FP inh
33	O=C1CCN(C(=O)c2ccccc2)C2CCCCC12 (configuration not stated)	8	1	-1	-2	5
34	CCc1ccc2nc(SCC(=O)N(CC)CC)c(C#N)cc2c1	25	0	-2	-2	7
35	COc1ccc(N2CCN(c3cc(C)c4ccccc4n3)CC2)cc1	19	-7	11	2	3
36	C#CCOC(=O)CCC(=O)NCCc1ccccc1	-1	-11	-6	-3	-11
37	Cc1ccc(NC(=O)c2ccc3c(c2)nnn3C)cc1	-3	-1	-4	0	-1
38	NCCCCCc1nnc(SCc2ccc(Cl)c(Cl)c2)o1	18	9	8	-2	4
39	O=C(NC(=S)NNS(=O)(=O)c1ccccc1)c1cccnc1	-5	-3	0	-2	3
40	CC1Sc2ccc(S(=O)(=O)N3CCC(C(=O)N(C)Cc4ccccc4)CC3)cc2NC1=O (configuration not stated)	4	5	7	-5	3

nr	PAFAH1B3 FP inh	EBNA-1 inh	PAFAH1B2 inh	PAFAH2 FP inh
33	7	2	7	-5
34	9	-8	5	-2
35	-1	-22	-3	4
36	4	-4	2	-2
37	1	4	6	3
38	5	-2	9	3
39	4	9	7	-4
40	-7	-12	0	-3

Part of the list above, limited to pPAFAH FP inh and LYPLA2 counter:
| nr | SMILES | pPAFAH FP inh | LYPLA2 counter |
| --- | --- | --- | --- |
| 34 | CCc1ccc2nc(SCC(=O)N(CC)CC)c(C#N)cc2c1 | 7 | 0 |
| 35 | COc1ccc(N2CCN(c3cc(C)c4ccccc4n3)CC2)cc1 | 3 | -7 |
| 36 | C#CCOC(=O)CCC(=O)NCCc1ccccc1 | -11 | -11 |
| 37 | Cc1ccc(NC(=O)c2ccc3c(c2)nnn3C)cc1 | -1 | -1 |

(further entries)
nr	smiles	PREPL inh	LYPLA2 counter	ZTA DNA inh	LYPLA1 inh	pPAFAH FP inh
41	O=C(CSc1nc(-c2ccccc2)c(-c2ccccc2)[nH]1)NCc1ccco1	3	-8	-10	-2	12
42	CCOc1cccc(C(=O)Nc2ccccc2C(=O)N2CCN(C)CC2)c1	-6	-3	0	0	-8
43	CCS(=O)(=O)N1CCN(S(=O)(=O)c2ccccc2)CC1	-1	-3	-17	-1	6
44	COc1cc(S(=O)(=O)NCCCN2CCOCC2)ccc1-n1cnnn1	-7	2	0	-1	-3
45	Cc1ccccc1-n1nc2c(c1NC(=O)c1cccc(F)c1)CS(=O)C2 (configuration not stated)	-1	5	20	-1	-4
46	O=C(COC(=O)c1ccc(O)cc1O)c1ccc2c(c1)OCCO2	13	/	/	/	0
47	COC(=O)c1ccc(OC(=O)c2ccccc2F)cc1	31	1	-2	-1	10
48	Cc1c(NC(=O)C(=O)N/N=C/c2cccs2)c(=O)n(-c2ccccc2)n1C	2	-1	-3	1	2

nr	PAFAH1B3 FP inh	EBNA-1 inh	PAFAH1B2 inh	PAFAH2 FP inh
41	-4	-3	4	6
42	9	-13	-2	-2
43	7	9	-1	4
44	4	-4	-1	-1
45	3	4	1	-3
46	-1	/	4	5
47	/	5	/	/
48	4	-3	8	5

4 records drawn at random from those above:
nr	smiles	PREPL inh	LYPLA2 counter	ZTA DNA inh	LYPLA1 inh	pPAFAH FP inh
47	COC(=O)c1ccc(OC(=O)c2ccccc2F)cc1	31	1	-2	-1	10
42	CCOc1cccc(C(=O)Nc2ccccc2C(=O)N2CCN(C)CC2)c1	-6	-3	0	0	-8
41	O=C(CSc1nc(-c2ccccc2)c(-c2ccccc2)[nH]1)NCc1ccco1	3	-8	-10	-2	12
44	COc1cc(S(=O)(=O)NCCCN2CCOCC2)ccc1-n1cnnn1	-7	2	0	-1	-3

nr	PAFAH1B3 FP inh	EBNA-1 inh	PAFAH1B2 inh	PAFAH2 FP inh
47	/	5	/	/
42	9	-13	-2	-2
41	-4	-3	4	6
44	4	-4	-1	-1

Other results
nr	smiles	PREPL inh	LYPLA2 counter	ZTA DNA inh	LYPLA1 inh	pPAFAH FP inh
49	CCOC(=O)C1=CN(CC)S(=O)(=O)NC1c1ccccc1 (configuration not stated)	/	/	/	/	7
50	CCn1c(COc2ccccc2OC)nnc1SCC(=O)NC1CCCC1	4	-2	-15	-1	-7
51	C/C(=C\C(=O)O)CC(=O)O	-7	0	-4	2	5
52	C#CCOCCOCCOCCNc1nc(N2CCN(C(=O)[C@H](Cc3ccc(O)cc3)n3cc(CCO)nn3)CC2)nc(N2CCN(C(=O)[C@H](Cc3ccc(O)cc3)n3cc(CCO)nn3)CC2)n1	1	-11	-9	-6	7
53	COC(=O)CNC(c1ccccc1)c1cc(Br)ccc1NC(=O)OCc1ccccc1 (configuration not stated)	-1	-13	12	-6	-4
54	COc1cc(C(=O)N/N=C(\Cc2ncc[nH]2)c2ccccc2)cc(OC)c1OC	10	-6	8	-8	0

nr	PAFAH1B3 FP inh	EBNA-1 inh	PAFAH1B2 inh	PAFAH2 FP inh
49	1	/	1	-8
50	-4	-5	3	-5
51	-2	7	2	-2
52	/	-4	/	/
53	-3	-2	-1	1
54	0	0	-4	3
